Screening data: PubChem BioAssay, several laboratories
NSD2 HMT inh: blocks human histone methyltransferase NSD2 | O96028 | NSD2 peptide methylation, AlphaScreen, 120 min | inhibition, % at 12.5 µM | 310,000 compounds, 0.54% hits; in the data active = inhibition above about 50%
Arr AP2 block: inhibitors of human beta-arrestin and AP2 interaction; inhibition, % at 10 µM; FITC-arrestin peptide / GST-AP2 beads, flow cytometry; AP2 beta2 appendage carries R879A mutation; 340,000 compounds, 0.31% hits; AID 504490;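 active = inhibition above a set limit, near 3 SD of compounds lacking own fluorescence, cut at about 54% in these data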;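 also: plate controls were DMSO wells for no effect and 5 µM unlabelled arrestin peptide for full effect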
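Test system: GST-tagged AP2 beta2-adaptin appendage (R879A) on 4 µm glutathione beads; also added: fluorescein-tagged arrestin peptide at 50 nM final; timing: 12 min plus 1 h, RT; signal: flow cytometry, FL1 (488/535 nm); read-out: percent drop in bead-associated FITC signal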
CDK5 inh: CDK5/p35 (human) kinase inhibition. Q00535+Q15078. Recombinant CDK5/p35, ADP-Glo luminescence, 60 min. inhibition, % at 10 µM. 330,000 compounds, 0.01% hits. AID 488839;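 active = highest replicate inhibition of at least 50% and at least 75% of replicates reaching 50%; inconclusive = only one of the two criteria met; inactive = both criteria failed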;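 also: plate controls were DMSO neutral control for no effect and GW8510 at 10 µM for full effect; many of its hits are not listed in these tables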
Target sequence (Q00535 whole entry, looked up): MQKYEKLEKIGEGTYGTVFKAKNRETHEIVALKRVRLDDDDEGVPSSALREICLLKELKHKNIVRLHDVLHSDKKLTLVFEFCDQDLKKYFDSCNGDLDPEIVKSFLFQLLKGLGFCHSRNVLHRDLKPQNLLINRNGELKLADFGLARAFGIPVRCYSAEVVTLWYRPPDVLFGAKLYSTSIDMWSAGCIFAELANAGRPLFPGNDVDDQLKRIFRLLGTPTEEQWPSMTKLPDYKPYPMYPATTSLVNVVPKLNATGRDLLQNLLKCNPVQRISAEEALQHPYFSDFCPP
Target sequence (Q15078 whole entry, looked up): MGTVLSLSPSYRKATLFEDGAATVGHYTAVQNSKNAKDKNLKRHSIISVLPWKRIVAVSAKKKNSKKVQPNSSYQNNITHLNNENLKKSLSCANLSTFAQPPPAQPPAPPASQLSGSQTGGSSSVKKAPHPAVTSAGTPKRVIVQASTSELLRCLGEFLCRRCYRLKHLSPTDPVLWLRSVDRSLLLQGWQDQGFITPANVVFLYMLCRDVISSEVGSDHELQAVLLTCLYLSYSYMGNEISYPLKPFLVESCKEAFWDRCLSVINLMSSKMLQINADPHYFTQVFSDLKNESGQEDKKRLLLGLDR
Mot1-301 SUMO: blocks SUMOylation pathway, rescuing yeast Mot1-301 growth | S. cerevisiae Mot1-301 growth rescue, ATP luminescence, 38.5C; percent above DMSO median, 100 means doubled | growth rescue, % at 18.8 µM | 320,000 compounds, 1% hits | AID 2716;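 active = every valid replicate shows activation above 250% relative to neutral control wells; inactive = the rest, any valid replicate at or below 250%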;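 also: OY570 slx delta 5 strain wells were the positive control but not used for scaling; some compounds called inactive have numbers as strong as hits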
Pemphigus Ab inh: blocks pemphigus antibody binding to human desmoglein-3; P32926; DSG3-coupled beads, scFv-anti-DSG3-GFP binding, flow cytometry; hits give low values; binding (percent of control), % at 10 µM; 310,000 compounds, 0.48% hits; AID 588358;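 active = binding more than 3 SD below its plate's average and above zero; inconclusive = below that plate limit but binding exactly zero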;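 also: hits lower antibody fragment binding to DSG3; some compounds called inactive have numbers as strong as hits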
dFosB act: enhances mouse delta FosB homodimer DNA binding | P13346 | purified delta FosB, TAMRA-CDK5 oligo fluorescence polarization; percent of positive-control signal above neutral wells | 340,000 compounds, 0.99% hits | activation, % at 25 µM | AID 493131;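 active = mean activation above about 17%, with every replicate also reaching it, limit read from the data, passing the limit was not always enough; inconclusive = only one of the two conditions met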;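 also: fluorescence polarization rise as delta FosB binds a TAMRA Cdk5 AP-1 oligo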
Target sequence (P13346 whole entry, looked up): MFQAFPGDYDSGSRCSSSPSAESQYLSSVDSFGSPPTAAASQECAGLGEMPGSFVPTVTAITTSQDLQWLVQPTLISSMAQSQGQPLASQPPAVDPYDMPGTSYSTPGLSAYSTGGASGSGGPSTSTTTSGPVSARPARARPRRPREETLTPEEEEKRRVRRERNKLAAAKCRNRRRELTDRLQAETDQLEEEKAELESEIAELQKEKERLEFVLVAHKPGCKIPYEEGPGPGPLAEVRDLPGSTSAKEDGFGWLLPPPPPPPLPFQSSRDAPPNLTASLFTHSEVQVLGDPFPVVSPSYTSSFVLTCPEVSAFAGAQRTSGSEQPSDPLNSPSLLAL
MITF act: activators of MITF-driven TRPM1 promoter activity in SK-MEL-5 cells. SK-MEL-5 TRPM1-promoter luciferase, 24 h; % of positive control, neutral wells = 0. activation, % at 12.5 µM. 300,000 compounds, 0.75% hits. AID 588334;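 active = mean activation of at least 80% with every replicate also reaching 80%; inconclusive = mean reaches 80% but some replicate falls short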;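 also: 0% = neutral control wells and 100% = parthenolide positive control wells; values of inactives mirror those of a sister screen read the other way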
SR-BI DiI-HDL act: enhances SR-BI lipid uptake from DiI-HDL; AID 504775; activation, % at 12.5 µM; 320,000 compounds, 0.096% hits; CHO ldlA[mSR-BI] cells, DiI-HDL uptake fluorescence, 3 h; 100 = double the neutral-control signal;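 active = mean replicate activation of at least 60% and every replicate at or above 60%; inconclusive = mean or all-replicate condition met, but not both; inactive = mean below 60% and not all replicates reaching 60%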;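 also: 0% = median plate neutral-control signal and 100% = twice that signal; values of inactives mirror those of a sister screen read the other way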
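Assay system: LDL receptor-deficient CHO ldlA cells overexpressing murine SR-BI / Medium: BSA-supplemented, HEPES-buffered Ham's F12, pH 7.4 / Probe or stimulus: DiI-labelled HDL at 10 µg/mL final / Timing: compound with DiI-HDL co-incubation, 3 h at 37 °C / Technique: bottom-read cell fluorescence after medium removal, ex 550/em 595 nm / Measure: HDL uptake via cellular fluorescence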
PKA-R2B act: activators of human PKA-R2B complex; 340,000 compounds, 0.079% hits; activation, % at 11.4 µM; P22694+P31323; PKA-R2B holoenzyme dissociation, Cy5-IP20 fluorescence polarization; R2B truncated from residue 108, S112A mutant; 0% DMSO only, 100% 113 µM cGMP;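 active = activation above a cutoff set at the mean over all compounds plus 3 SD, cut at about 18% in these data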;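 also: higher means more holoenzyme dissociation and a rise in polarization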
PKA-R1A activ: PKA-R1A complex activation; 340,000 compounds, 0.083% hits; PKA-R1A dissociation, Cy5-IP20 fluorescence polarization; scaled: DMSO 0%, 113 µM cGMP 100%; P00514+P68181; activation, % at 11.4 µM;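 active = percent activation above the mean of all tested compounds plus 3 SD, cut at about 19% in these data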;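 also: higher means more PKAc released from R1A so a rise in polarization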
SR-BI HDL uptake: inhibitors of mouse SR-BI mediated HDL lipid uptake | Q61009 | ldlA[mSR-BI] CHO cells, DiI-HDL uptake fluorescence, 3 h | inhibition, % at 12.5 µM | 320,000 compounds, 0.96% hits;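 active = mean replicate inhibition of at least 70% and a set share of replicates each scoring 70 or more; inconclusive = meets just one of the two criteria; inactive = fails both criteria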;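 also: 0% = median of neutral control wells and 100% = median of positive control wells; values of inactives mirror those of a sister screen read the other way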
* marks the source's active call; other numbers are inactive results.

Start of the data: the first two compounds, to show the layout:
`O=c1ccc2cc(S(=O)(=O)Nc3ccccc3F)ccc2o1` gave NSD2 HMT inh 0, Arr AP2 block 10, CDK5 inh -0.4, Mot1-301 SUMO -18, Pemphigus Ab inh 104, dFosB act -1, SR-BI DiI-HDL act -16, PKA-R2B act 5, PKA-R1A activ -10 and SR-BI HDL uptake 16.
Screening NNC(=O)c1ccc(COc2ccc(Br)cc2)o1 returned NSD2 HMT inh -2, Arr AP2 block 18, CDK5 inh -0.9, Mot1-301 SUMO -21, Pemphigus Ab inh 120, dFosB act -2, MITF act 0, SR-BI DiI-HDL act 4, PKA-R2B act -3, PKA-R1A activ 1 and SR-BI HDL uptake -4.

The list itself, repeating the preview:
`O=c1ccc2cc(S(=O)(=O)Nc3ccccc3F)ccc2o1` gave NSD2 HMT inh 0, Arr AP2 block 10, CDK5 inh -0.4, Mot1-301 SUMO -18, Pemphigus Ab inh 104, dFosB act -1, SR-BI DiI-HDL act -16, PKA-R2B act 5, PKA-R1A activ -10 and SR-BI HDL uptake 16.
Screening NNC(=O)c1ccc(COc2ccc(Br)cc2)o1 returned NSD2 HMT inh -2, Arr AP2 block 18, CDK5 inh -0.9, Mot1-301 SUMO -21, Pemphigus Ab inh 120, dFosB act -2, MITF act 0, SR-BI DiI-HDL act 4, PKA-R2B act -3, PKA-R1A activ 1 and SR-BI HDL uptake -4.
`CC(=O)c1cc(C#N)c(SCC(=O)OC(C)C)nc1C` gave NSD2 HMT inh -1, Arr AP2 block -5, CDK5 inh 0.2, Mot1-301 SUMO 14, Pemphigus Ab inh 115, dFosB act 0, MITF act 15, SR-BI DiI-HDL act -16, PKA-R2B act 1, PKA-R1A activ 0 and SR-BI HDL uptake 16.
Screening CCOC(=O)C1=C(COC(=O)CCC(=O)c2ccc(C)cc2)NC(=O)NC1C (stereo not drawn) returned NSD2 HMT inh -1, Arr AP2 block -1, CDK5 inh 0.7, Mot1-301 SUMO 12, dFosB act -7, MITF act -1, SR-BI DiI-HDL act 12, PKA-R2B act -6, PKA-R1A activ -6 and SR-BI HDL uptake -12.
`O=C(NCC1CCCN1S(=O)(=O)c1cccs1)c1ccc(Cl)cc1` (stereo not drawn) gave NSD2 HMT inh 6, Arr AP2 block 33, CDK5 inh -0.1, Mot1-301 SUMO 240, Pemphigus Ab inh 104, dFosB act 0, MITF act 6, SR-BI DiI-HDL act 3, PKA-R2B act -7, PKA-R1A activ 9 and SR-BI HDL uptake -3.
For CN(CC(=O)N1CCN(c2ccccn2)CC1)S(=O)(=O)c1ccc2ccccc2c1 the results were NSD2 HMT inh 4, Arr AP2 block 1, CDK5 inh -0.3, Mot1-301 SUMO 4, Pemphigus Ab inh 102, dFosB act -3, MITF act 5, SR-BI DiI-HDL act -5, PKA-R2B act -7, PKA-R1A activ 0 and SR-BI HDL uptake 5.
Screening Cc1ccc(CSCC(=O)N(C)CC(=O)Nc2ccc(Cl)c(Cl)c2)cc1 returned NSD2 HMT inh -2, Arr AP2 block -10, CDK5 inh 0.2, Mot1-301 SUMO 24, Pemphigus Ab inh 104, dFosB act -22, MITF act 0, SR-BI DiI-HDL act 14, PKA-R2B act -4, PKA-R1A activ -5 and SR-BI HDL uptake -14.
For CC1=NN(C(=O)c2ccncc2)C(=O)C1N=Nc1ccc2ccccc2c1 (stereo not drawn) the results were NSD2 HMT inh 4, Arr AP2 block -1, CDK5 inh 1.4, Pemphigus Ab inh 102, dFosB act -18, MITF act 7, SR-BI DiI-HDL act -4, PKA-R2B act -1, PKA-R1A activ -10 and SR-BI HDL uptake 4.
CN(C)c1ccc(/C=C/c2ccc3ccccc3n2)cc1 was read as NSD2 HMT inh -1, Arr AP2 block 16, CDK5 inh 9.8, Mot1-301 SUMO -39, Pemphigus Ab inh 107, dFosB act -7, MITF act -67, SR-BI DiI-HDL act -4, PKA-R2B act -2, PKA-R1A activ 12 and SR-BI HDL uptake 4.
`CC1CCN(C(=O)CSCc2ccc(Cl)cc2)CC1` gave NSD2 HMT inh -2, Arr AP2 block 45, CDK5 inh 0.3, Mot1-301 SUMO 51, Pemphigus Ab inh 109, dFosB act -9, MITF act inconclusive, SR-BI DiI-HDL act 35, PKA-R2B act -5, PKA-R1A activ -6 and SR-BI HDL uptake -35.
For COC(=O)CNC(=O)CN(c1ccc(OC)cc1OC)S(=O)(=O)c1ccccc1 the results were Arr AP2 block 7, CDK5 inh -0.7, Mot1-301 SUMO 175, Pemphigus Ab inh 100, dFosB act 0, MITF act 5, SR-BI DiI-HDL act -8, PKA-R2B act -6, PKA-R1A activ -2 and SR-BI HDL uptake 8.
CCn1c(SCC(=O)NC2CC2)nnc1-c1cccc(OC)c1 was read as NSD2 HMT inh -5, Arr AP2 block 2, CDK5 inh 3.0, Mot1-301 SUMO 0, Pemphigus Ab inh 116, dFosB act -7, MITF act -4, SR-BI DiI-HDL act 19, PKA-R2B act -3, PKA-R1A activ 0 and SR-BI HDL uptake -19.
For CCOCC(=O)NCc1ccc2c(c1)OCO2 the results were NSD2 HMT inh 0, Arr AP2 block 5, CDK5 inh 0.4, Mot1-301 SUMO -2, Pemphigus Ab inh 96, dFosB act -3, MITF act -18, SR-BI DiI-HDL act 12, PKA-R2B act -8, PKA-R1A activ -8 and SR-BI HDL uptake -12.
For O=S(=O)(c1cccc2nsnc12)N1CCN(c2ccccc2F)CC1 the results were NSD2 HMT inh 5, Arr AP2 block -12, CDK5 inh 4.5, Mot1-301 SUMO 22, Pemphigus Ab inh 103, dFosB act -1, MITF act 1, SR-BI DiI-HDL act -14, PKA-R2B act 0, PKA-R1A activ 3 and SR-BI HDL uptake 14.
`Cc1cc(C)c(S(=O)(=O)NC2CCN(Cc3ccccc3)CC2)c(C)c1` gave NSD2 HMT inh 4, Arr AP2 block 5, CDK5 inh -1.1, Mot1-301 SUMO 6, Pemphigus Ab inh 100, dFosB act -11, MITF act 5, PKA-R2B act 4 and PKA-R1A activ -8.
For [O-]/[N+](=C\c1ccccc1)[C@@H]1CCCC[C@@H]1/[N+]([O-])=C/c1ccccc1 the results were NSD2 HMT inh 0, Arr AP2 block -2, CDK5 inh -1.2, Mot1-301 SUMO -1, Pemphigus Ab inh 104, dFosB act -4, MITF act -1, SR-BI DiI-HDL act 5, PKA-R2B act -9, PKA-R1A activ -4 and SR-BI HDL uptake -5.
For COC(=O)C(C)N1C(=O)S/C(=C\c2ccc(-c3ccc(C(=O)O)cc3C)o2)C1=O (stereo not drawn) the results were NSD2 HMT inh 5, Arr AP2 block 11, CDK5 inh -1.8, Mot1-301 SUMO 0, Pemphigus Ab inh 100, dFosB act -10, MITF act 36, SR-BI DiI-HDL act -7, PKA-R2B act -14, PKA-R1A activ -7 and SR-BI HDL uptake 7.
For CC(=O)c1ccc(S(=O)(=O)N2CCN(C(=O)c3ccc(-n4cncn4)c([N+](=O)[O-])c3)CC2)cc1 the results were NSD2 HMT inh 1, Arr AP2 block 3, CDK5 inh 0.7, Mot1-301 SUMO -15, Pemphigus Ab inh 117, dFosB act -7, MITF act -2, SR-BI DiI-HDL act 6, PKA-R2B act 6, PKA-R1A activ 0 and SR-BI HDL uptake -6.
For O=C1CCN(Cc2ccccc2)C(=S)N1 the results were NSD2 HMT inh -3, Arr AP2 block -5, CDK5 inh -1.6, Pemphigus Ab inh 93, dFosB act -1, MITF act 1, SR-BI DiI-HDL act 20, PKA-R2B act -3, PKA-R1A activ -3 and SR-BI HDL uptake -20.
For O=C(NC(Cc1c[nH]c2ccccc12)C(=O)O)/C(=C\c1ccc2c(c1)OCO2)NC(=O)c1ccccc1 (stereo not drawn) the results were NSD2 HMT inh -3, Arr AP2 block -3, CDK5 inh -1.4, Mot1-301 SUMO -10, Pemphigus Ab inh 90, dFosB act 1, MITF act 1, SR-BI DiI-HDL act 0, PKA-R2B act 9, PKA-R1A activ -7 and SR-BI HDL uptake 0.
CC(=O)N1CCOc2ccc(S(=O)(=O)N3CCC(C(=O)NCc4ccccc4)CC3)cc21 was read as NSD2 HMT inh 1, Arr AP2 block -11, CDK5 inh 1.0, Mot1-301 SUMO 16, dFosB act -8, MITF act 9, SR-BI DiI-HDL act -2, PKA-R2B act 7, PKA-R1A activ 4 and SR-BI HDL uptake 2.
For Cc1cccc(C)c1NC(=O)CN1C(=O)NC(C)(C2CC2)C1=O (stereo not drawn) the results were NSD2 HMT inh -2, Arr AP2 block -7, CDK5 inh 2.3, Mot1-301 SUMO -2, Pemphigus Ab inh 117, dFosB act 6, MITF act 7, SR-BI DiI-HDL act 12, PKA-R2B act 0, PKA-R1A activ -6 and SR-BI HDL uptake -12.
For COc1ccc2nc(NC(=O)CCn3cccc3)sc2c1 the results were NSD2 HMT inh 1, Arr AP2 block -13, CDK5 inh 1.6, Mot1-301 SUMO 6, Pemphigus Ab inh 98, dFosB act -2, MITF act 5, SR-BI DiI-HDL act -31, PKA-R2B act -12, PKA-R1A activ -5 and SR-BI HDL uptake 31.
For CCc1sc(C(=O)Nc2cc(Cl)ccc2N2CCCCC2)cc1C the results were NSD2 HMT inh -2, Arr AP2 block 11, CDK5 inh -0.9, Mot1-301 SUMO 45, dFosB act -1, MITF act -7, SR-BI DiI-HDL act -68, PKA-R2B act 1, PKA-R1A activ -4 and SR-BI HDL uptake 68.
Screening Cn1c(CCN2CCOCC2)nc2cc(NS(=O)(=O)c3ccccc3)ccc21 returned Arr AP2 block 9, CDK5 inh 0.4, Mot1-301 SUMO -8, Pemphigus Ab inh 101, dFosB act 0, MITF act -12, PKA-R2B act -18 and PKA-R1A activ 7.
